Screening results deposited in PubChem BioAssay by National Center for Advancing Translational Sciences (NCATS).
GLS inh: blocks human kidney-isoform glutaminase activity; O94925; GLS enzymatic activity, qHTS titration; Potency, µM (top dose mostly 45.5 µM), for inactives: top-dose activity change, negative = inhibition, hits mostly inhibitors; actives 0.21% (n = 410,000); AID 624170; further: potency means the concentration at half of the fitted maximal effect; on the % scale 0 is the no-effect control and ±100 the full control effect
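Glutamate formation by hKGA was monitored fluorometrically using coupled glutamate oxidase, HRP and Amplex Red. Substrate was added as 1 mM L-glutamine solution; incubation was 30 min at RT after an initial read.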
Pin1 inhibitor: inhibitors of human Pin1; Pin1 FP peptide displacement, HiFluor488, 10 min; actives 0.009% (n = 390,000); Potency, µM (titrated, usually from 115 µM), for inactives: at the highest dose activity, negative = inhibition, hits mostly inhibitors; AID 504891; Q13526; active means well fitted inhibition curve with a large enough effect in the polarisation, with a control signal flat, not every such curve was filed as active; inconclusive means small, poorly fitted or top-dose-only effect, or effect the other way, or a change in a side signal; inactive means no such curve, though single readings can be large or run the other way; the % refers to the polarisation; further: potency means the concentration at half of the fitted maximal effect; on the % scale 0 is the no-effect control and ±100 the full control effect
rTrxR1 inhibitor: rat TrxR1 inhibition. O89049. recombinant rTrxR1, NADPH fluorescence consumption, selenite substrate. Potency, µM (doses to about 114 µM), for inactives: top-dose activity change, negative = inhibition, hits mostly inhibitors. actives 1% (n = 390,000). AID 588453; further: potency means the concentration at half of the fitted maximal effect; on the % scale 0 is the no-effect control and ±100 the full control effect; nearly all actives have a fitted effect of over 65% in size
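Rat TrxR1 (90 nM in the dispensed reagent) was pre-reduced with 400 uM NADPH for 5 min at room temperature, then incubated with compound for 15 min. After 400 uM selenite was added, NADPH fluorescence (Ex 340/Em 450 nm) was followed for 8 min.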
mIDH1 inhibitor: human IDH1 R132H inhibition | O75874 | IDH1-R132H enzyme, NADPH consumption, diaphorase/resazurin fluorescence | Potency, µM (top dose mostly 76.6 µM), for inactives: at the top dose activity change, negative = inhibition, usual class: inhibitors | actives 0.093% (n = 390,000); further: potency means the concentration at half of the fitted maximal effect; on the % scale 0 is the no-effect control and ±100 the full control effect; nearly all actives have a fitted effect of over 65% in size
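IDH1-R132H (0.5 ug/mL dispensed) in pH 7.5 Tris buffer was preincubated 30 min with compound, then given a substrate mix of 0.016 mM NADPH and 2 mM alpha-KG for 80 min at room temperature; remaining NADPH was read by diaphorase/resazurin fluorescence.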
HP1b binding inh: HP1-beta chromodomain-methylated histone interaction inhibition; Potency, µM (titrated, usually from 114 µM), for inactives: at the highest dose activity change, negative = inhibition, hits mostly inhibitors; P83916; actives 0.56% (n = 390,000); AlphaScreen HP1-beta / biotin-H3K9me3 peptide binding; further: potency means the concentration at half of the fitted maximal effect; nearly all actives have a fitted effect of over 70% in size; inactives centre near 23
Target sequence (P83916 whole entry, looked up): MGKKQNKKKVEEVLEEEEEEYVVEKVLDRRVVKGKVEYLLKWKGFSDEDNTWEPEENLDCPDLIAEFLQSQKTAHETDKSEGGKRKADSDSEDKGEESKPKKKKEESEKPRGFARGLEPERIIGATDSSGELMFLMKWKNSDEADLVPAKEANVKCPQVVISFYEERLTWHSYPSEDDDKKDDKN
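HP1-beta protein (50 nM final) preincubated 30 min at room temperature with biotinylated H3(1-18)K9me3 peptide (50 nM) in PBS pH 7.4, 0.01% Tween-20, then compound added for 30 min. AlphaScreen streptavidin donor/nickel chelate acceptor beads (10 ug/mL final), 30 min dark, luminescence read.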
USP1-UAF1 inh: inhibitors of human USP1/UAF1 deubiquitinase | actives 0.23% (n = 390,000) | recombinant USP1/UAF1, Ub-Rhodamine cleavage fluorescence | Potency, µM (top dose mostly 57.1 µM), inactives show top-dose activity change, negative = inhibition, hits mostly inhibitors | O94782 | AID 743255; further: potency means the concentration at half of the fitted maximal effect; on the % scale 0 is the no-effect control and ±100 the full control effect; nearly all actives have a fitted effect of over 60% in size; inactives centre near -12
Target sequence (O94782 whole entry, looked up): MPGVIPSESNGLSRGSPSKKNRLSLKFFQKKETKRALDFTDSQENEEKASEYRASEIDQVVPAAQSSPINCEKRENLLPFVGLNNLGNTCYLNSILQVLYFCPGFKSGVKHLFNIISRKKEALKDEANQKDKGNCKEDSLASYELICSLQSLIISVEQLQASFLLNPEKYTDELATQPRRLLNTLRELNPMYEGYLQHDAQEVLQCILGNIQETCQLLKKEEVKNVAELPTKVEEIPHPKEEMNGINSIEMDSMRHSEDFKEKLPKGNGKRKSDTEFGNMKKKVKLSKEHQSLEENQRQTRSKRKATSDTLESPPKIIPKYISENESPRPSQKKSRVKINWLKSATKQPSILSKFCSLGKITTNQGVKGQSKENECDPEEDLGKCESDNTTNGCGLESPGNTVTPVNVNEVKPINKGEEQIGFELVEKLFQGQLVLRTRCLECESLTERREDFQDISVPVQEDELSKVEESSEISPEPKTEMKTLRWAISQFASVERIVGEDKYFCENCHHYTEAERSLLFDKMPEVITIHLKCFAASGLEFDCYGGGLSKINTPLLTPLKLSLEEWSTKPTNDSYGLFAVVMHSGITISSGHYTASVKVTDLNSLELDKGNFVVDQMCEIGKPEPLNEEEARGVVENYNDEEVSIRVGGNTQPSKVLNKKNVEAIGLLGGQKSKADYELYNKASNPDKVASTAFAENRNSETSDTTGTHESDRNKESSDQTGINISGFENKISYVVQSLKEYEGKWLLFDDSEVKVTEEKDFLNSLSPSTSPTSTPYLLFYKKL
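USP1/UAF1 complex at 1 nM was preincubated with compound for 15 min at room temperature, then Ub-Rho substrate (150nM final) was added. Fluorescence (480/540 nm) was read kinetically, 6 reads every 60 seconds.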
PI4K2A block: inhibitors of human PI4K2A. purified PI4K2A, ADP-Glo luminescence, 1 h; hits give low values. activity change, negative = inhibition, % at 76.9 µM. actives 0.13% (n = 420,000). AID 1346378; in the data active means activity change below about -50%; inconclusive means mostly about -30% to -49%;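 further: -100% = wells without enzyme as full effect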
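Compounds are screened against recombinant PI4K2A using PI as substrate and ATP, the latter dispensed at 300 microM. Reactions run one hour at ambient temperature before ADP-Glo detection; full inhibition defined by wells lacking enzyme.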
TrxR1 substrate: rat thioredoxin reductase 1 substrate activity; AID 588456; purified TrxR1 substrate turnover, NADPH consumption readout; O89049; Potency, µM (top dose mostly 114 µM), for the others: at the top dose activity change, negative = substrate turnover; actives 0.01% (n = 390,000); further: potency means the concentration at half of the fitted maximal effect; on the % scale 0 is the no-effect control and ±100 the full control effect; nearly all actives have a fitted effect of over 50% in size
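Rat TrxR1, dispensed at 90 nM, was prereduced with 400 uM NADPH (final) for 5 min at ~22 deg C, then incubated with compound 15 min before 400 uM selenite. A first-read NADPH fluorescence drop versus no-compound background flagged substrates.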
Tb PGK inh: blocks T. brucei phosphoglycerate kinase; AID 602233; PGK/GAPDH coupled, Kinase-Glo luminescence, 60 min; Potency, µM (series often up to 57.5 µM), without a hit: top-dose activity change, negative = inhibition, usual class: inhibitors; P07378; actives 0.043% (n = 380,000); further: potency means the concentration at half of the fitted maximal effect; on the % scale 0 is the no-effect control and ±100 the full control effect; nearly all actives have a fitted effect of over 60% in size
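Recombinant glycosomal PGK reaction used 1,3-bisphosphoglycerate generated in-well by GAPDH (100nM final) in 100mM TEA pH 7.6, 5mM MgCl2, 0.01% Tween-20. After 60 minutes at room temperature, ATP was read by Kinase-Glo Plus luminescence end-point.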
Active calls of the source: *; i = inactive; ? = inconclusive; . = not tested or not shown; & = joins results of further samples; [ ] = dose if it differs, or a comment. Unless noted, the call rests on the fitted dose curve; in most records, active means well fitted curve in the direction sought with a large enough effect; inconclusive means small, poorly fitted or top-dose-only effect, or another doubt; inactive means no such curve, though single readings can be large; an effect the other way counts as inactive or inconclusive. This is a subset, so the mix of outcomes need not match the whole.

SMILES	GLS inh	Pin1 inhibitor	rTrxR1 inhibitor	mIDH1 inhibitor	HP1b binding inh	USP1-UAF1 inh	PI4K2A block	TrxR1 substrate	Tb PGK inh
C[C@@H]1CN([C@@H](C)CO)C(=O)c2cc(NS(=O)(=O)c3ccc(Cl)cc3)ccc2O[C@H]1CN(C)Cc1ccncc1	16%	0%	-12%[57.1 µM]	-6%	26%	-29%	-2	6%[57.1 µM]	-9%
N[C@H]1C(O)O[C@H](CO)[C@@H](O)[C@@H]1O (some centres not stated)	2%	0%	20%	-7%	33%	-14%	1&1	1%	-3%
CCc1cccc(-n2c(=O)c3cccnc3n2CC(=O)NCc2ccc(C)cc2)c1	0%	3%	33%[57.1 µM]	-1%	21%	10%	2	35%[activator][57.1 µM]	-1%
Cc1ccc(C(=O)O)c(C(=O)Nc2nc3ccccc3s2)c1	1%	?	18%	-6%	25%	-19%	-2	8%	-3%
CCSc1ncnc2c1oc1ccccc12	2%	-1%	-2%	5%	73%[activator]	-8%	-2	0%	2%
Cc1ccc(NC(=O)c2c(-c3ccccc3Cl)noc2C)nc1	-7%	-1%	14%	2%	47%[activator]	-23%	1	1%	-7%
O=C1NC[C@@H](Cc2cccc3ccccc23)N(CCc2cc(C(F)(F)F)cc(C(F)(F)F)c2)C1=O	2%	?	12%[57.1 µM]	4%	15%	?	-3	1%[57.1 µM]	-10%
COc1cc(-c2cc(C(=O)NCCc3ccc(S(N)(=O)=O)cc3)c3ccccc3n2)cc(OC)c1OC	0%	0%	19%	-2%	15%	-7%	1	8%	-1%
O=C(CN1C(=O)C2CCCCC2C1=O)Nc1cccc([N+](=O)[O-])c1 (configuration not stated)	-4%	2%	38%[activator]	10%	10%	-4%	5	17%	-1%
Cc1ccc(C(=O)N2CC(=O)Nc3ccccc32)o1	-6%	-1%	-8%	8%	30%	-10%	2	-11%	-2%
N#Cc1c(-c2ccccc2F)cc(C2CC2)nc1SCC(=O)c1cccs1	3%	?	-7%	5%	29%	-19%	1	-10%	-6%
CC(=O)N1CCN(C(=O)c2cc(S(=O)(=O)N3CCCCC3)ccc2Cl)CC1	-1%	4%	19%	0%	19%	-23%	-1	6%	3%
Cc1ccc(CSc2ncnc3onc(C)c23)cc1	-30%	-6%	-3%[57.1 µM]	3%	179%[activator]	-10%	-2	-5%	10%
CCc1ccc(-n2c(SCC(=O)NC(C)CC)nc3n[nH]c(C)c3c2=N)cc1 (configuration not stated)	?	22%	4%[57.1 µM]	0%	37%[activator]	-21%	-13	-5%[57.1 µM]	-8%
CCCCc1nnc2c(N(C)S(=O)(=O)c3ccccc3)nc3ccccc3n12	8%	-2%	7%	-3%	9%	-14%	-3	2%	3%
O=C(NC1CCCC1)c1cccc(Cl)c1	3%	-1%	15%[57.1 µM]	10%	5%	-12%	2	-5%[57.1 µM]	-2%
COc1ccc(/C(N)=N/O)cc1O	21%	0%	7%	4%	11%	5%	3	-2%	-7%
c1ccc(CN2CCC(=NNc3nc4ccccc4[nH]3)CC2)cc1	1%	3%	12%[57.1 µM]	16%	-3%	-7%	-9	4%	6%
CC(C)(C)OC(=O)CC(S(=O)(=O)c1ccccc1)S(=O)(=O)c1ccccc1	-4%	.	.	-13%	.	-20%	12	.	-4%
O=C(c1ccc(Br)cc1)c1coc2ccc(O)cc12	0%	-9%	-3%[57.1 µM]	-2%	0%	-11%	5	1%[57.1 µM]	0%
CN(C)C(=O)N1CCC(C(=O)N2CCCC(C(=O)c3ccc(C(C)(C)C)cc3)C2)CC1 (configuration not stated)	-3%	2%	26%	3%	9%	-10%	2	2%	-9%
O=C(O)C1(P(=O)(c2ccccc2)c2ccccc2)CCC1	-10%	2%	3%	6%	56%[activator]	-24%	1	-10%[57.1 µM]	-1%
CCN(C(=O)CSc1ccc2ccccc2n1)C1CCS(=O)(=O)C1 (configuration not stated)	-22%	-5%	10%[57.1 µM]	22%	0%	-5%	-2	7%[57.1 µM]	-5%
O=C(NCCOc1ccccc1Cl)c1ncn[nH]1	-1%	?	2%[57.1 µM]	-2%	29%	?	7	8%[57.1 µM]	-1%
O=C(CCc1ccccc1)NC1(Cc2ccccc2)CCN(CCc2cccs2)C1=O (configuration not stated)	3%	-6%	5%	4%	29%	-25%	-2	-3%	i
Cc1nn(C(C)C(=O)NCc2ccco2)c(C)c1[N+](=O)[O-] (configuration not stated)	2%	-3%	42%[activator]	2%	31%	-23%	-4	11%	-11%
CCOc1ccc(-c2nc(CN(Cc3ccccc3)C[C@@H]3CCC(=O)N3)c(C)o2)cc1	9%	2%	7%	1%	7%	-7%	-16	4%	-8%
CCN(CC(=O)Nc1c(F)cccc1F)C(=O)Cn1[nH]c(=O)c2ccccc2c1=O	0%	5%	13%	-9%	21%	-7%	-6	2%	0%
Cc1cc(C)cc(N2C(=O)CC(n3ccnc3)C2=O)c1 (configuration not stated)	-1%	3%	10%[57.1 µM]	7%	17%	-4%	-1	9%[57.1 µM]	-3%
CC(=O)N(Cc1cc2ccccc2[nH]c1=O)c1ccc(C)cc1	1%	-8%	5%	-3%	5%	-7%	-3	6%	-8%
CCOc1ccc(C(C)=O)cc1Cn1nc(C(=O)O)c2ccccc2c1=O	-17%	16%	-3%[57.1 µM]	-3%	15%	-6%	6	-2%[57.1 µM]	-5%
CN(C)c1cc(-c2ccc(Cl)cc2)oc(=O)c1Cl	-6%	-6%	25%[57.1 µM]	8%	18%	-14%	-3	14%[57.1 µM]	-3%
Cc1ccccc1Cn1nc(C)c(NC(=O)c2cc(-c3cccs3)on2)c1C	-7%	1%	2%	-5%	19%	-7%	?	-7%	4%
CCOC(=O)c1c(N)sc(C(=O)Nc2ccccc2F)c1C	13%	0%	8%	5%	17%	-18%	-12	0%	-15%
COC(=O)CCC(=O)Nc1c(C)n(C)n(-c2ccccc2)c1=O	-2%	1%	1%[57.1 µM]	-16%	-13%	-14%	3	-7%[57.1 µM]	-10%
Cc1cc(C)cc(OCC(O)CN2CC(C)OC(C)C2)c1 (configuration not stated)	5%	0%	16%[57.1 µM]	4%	36%	-18%	2	-10%	-2%
O=C(O)CCSc1nnc(-c2ccc(Cl)cc2Cl)o1	-11%	-1%	10%	6%	21%	-1%	4	4%[11.4 µM]	-2%
O=S(=O)(Nc1nc2ccccc2nc1Nc1ccccc1Br)c1ccccc1	-5%	1%	11%	10%	43%[activator]	-32%	-5	4%	i
Cc1ccc(C(=O)NCC(c2ccco2)S(=O)(=O)c2ccc(Cl)cc2)cc1C (configuration not stated)	2%	11%	?	-12%	13%	?	1	?	5%
COc1ccc(Cl)cc1NC(=S)NNC(=O)CC(C)C	?	-10%	-10%[57.1 µM]	0%	8%	-7%	-1	-13%	i

By substructure: those above containing a tert-butyl group
SMILES	GLS inh	Pin1 inhibitor	rTrxR1 inhibitor	mIDH1 inhibitor	HP1b binding inh	USP1-UAF1 inh	PI4K2A block	TrxR1 substrate	Tb PGK inh
CC(C)(C)OC(=O)CC(S(=O)(=O)c1ccccc1)S(=O)(=O)c1ccccc1	-4%	.	.	-13%	.	-20%	12	.	-4%
CN(C)C(=O)N1CCC(C(=O)N2CCCC(C(=O)c3ccc(C(C)(C)C)cc3)C2)CC1 (configuration not stated)	-3%	2%	26%	3%	9%	-10%	2	2%	-9%

Next part:
SMILES	GLS inh	Pin1 inhibitor	rTrxR1 inhibitor	mIDH1 inhibitor	HP1b binding inh	USP1-UAF1 inh	PI4K2A block	TrxR1 substrate	Tb PGK inh
Cc1cc(NCc2ccc(Cl)cc2)n2cnnc2n1	-21%	-1%	13%	.	27%	9%	-3	5%	.
COCc1c(C(=O)OCC(=O)NCCc2ccc(S(N)(=O)=O)cc2)oc2ccccc12	1%	-7%	13%	-5%	20%	-11%	1	4%	1%
CC1CCN(C(=O)/C(=C\c2cccs2)NC(=O)c2ccccc2)CC1	2%	-3%	4%[57.1 µM]	3%	47%[activator]	-14%	9	-17%[57.1 µM]	i
OCCNc1nc(Nc2ccccc2OC(F)(F)F)nc(N2CCCC2)n1	2%	-6%	14%[57.1 µM]	.	20%	.	4	-7%	-12%
CC(=O)Nc1cccc(C(=O)N2CCN(Cc3ccccc3)CC2)c1	6%	0%	-14%[57.1 µM]	-4%	25%	2%	-2	-2%[57.1 µM]	1%
N=c1c(C(=O)NCCc2ccccc2)cc2c(=O)n3ccccc3nc2n1Cc1ccco1	-13%	13%	-12%	0%	8%	-11%	-1	15%	7%
C[C@H]1CN([C@@H](C)CO)C(=O)c2cc(C#CC3(O)CCCC3)cnc2O[C@H]1CN(C)C(=O)C1CC1	2%	.	.	1%	.	3%	2	.	0%
CCCCN(C(=O)C1CCC1)c1c(N)n(CC(C)C)c(=O)[nH]c1=O	-1%	-2%	-8%	0%	5%	-8%	2	-6%	0%
NNC(=S)Nc1ccc(S(=O)(=O)N2CCCCC2)cc1	4%	-11%	-22%	8%	-17%	-8%	-1	3%	0%
Cc1ccc(CC(=O)Nc2cc(C)on2)cc1	-3%	1%	14%[57.1 µM]	7%	21%	-12%	-5	7%[57.1 µM]	-3%
COc1cccc(CN(C)C(=O)C23CC4CC(CC(NC(C)=O)(C4)C2)C3)c1OC	-4%	-8%	28%	10%	37%	-20%	-4	4%	i
